CR mimetic SO: yeast age-related superoxide inhibition as caloric restriction mimetic | hit rate 0.18% among 330,000 | superoxide response (% of plate mean), % at 10 µM | AID 2690 | S. cerevisiae aged cells, superoxide DHE fluorescence; stronger effect = lower value;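 active means superoxide response under a set limit, about three screen SD below normal, cut at about 65% in these data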;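 further: yeast aged for seven days with compound at 30 °C before DHE staining; 100% = average MFI of all compound-treated wells on the plate with controls excluded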
GASC-1 inh: blocks human GASC-1 demethylase activity. hit rate 0.069% among 330,000. inhibition, % at 2.35 µM. AID 2099. GST-JMJD2C(1-420) H3K9me3 demethylation, DELFIA europium;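 active means more than half of a compound's replicate wells show inhibition beyond 50%, single wells judged on their own value; inconclusive means some, but no more than half, of replicates pass 50% inhibition; inactive means no replicate passes 50% inhibition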;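 further: signal counts dimethyl H3K9 product captured on neutravidin plate; 0% = median of DMSO wells and 100% = 0.3 times that DMSO median; strong numbers were not always called active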
Target sequence (Q9H3R0 1-420 limits assumed): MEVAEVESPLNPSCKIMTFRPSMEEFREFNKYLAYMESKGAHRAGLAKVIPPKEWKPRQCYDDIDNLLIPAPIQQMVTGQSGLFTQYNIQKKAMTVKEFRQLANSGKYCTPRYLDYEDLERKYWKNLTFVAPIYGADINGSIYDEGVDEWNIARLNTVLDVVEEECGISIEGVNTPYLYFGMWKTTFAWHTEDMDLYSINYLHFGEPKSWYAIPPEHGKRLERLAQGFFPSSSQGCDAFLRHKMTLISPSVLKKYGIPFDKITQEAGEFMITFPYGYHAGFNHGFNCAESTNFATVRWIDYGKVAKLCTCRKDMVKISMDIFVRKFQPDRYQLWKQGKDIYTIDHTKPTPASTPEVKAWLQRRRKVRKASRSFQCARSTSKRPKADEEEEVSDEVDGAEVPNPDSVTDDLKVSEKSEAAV
LAP4-GFP MLPCN: yeast TOR pathway LAP4-GFP modulation; GFP response vs DMSO, % at 10 µM; S. cerevisiae LAP4-GFP multiplex, flow cytometry GFP, 3 h; median GFP as percent of DMSO wells; hit rate 0.34% among 320,000; AID 2023;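 active means GFP response vs DMSO above a set limit, about the screen mean plus 3 SD, cut at about 150% in these data; inconclusive means under 70 cell events counted for the yeast strain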
RPL19A TOR yeast: yeast TOR pathway RPL19A-GFP modulation; AID 2025; hit rate 0.3% among 330,000; S. cerevisiae RPL19A-GFP strain, flow cytometry, 3 h; stronger effect = lower value; percent response vs DMSO, % at 10 µM;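 active means percent response vs DMSO below 50%; inconclusive means fewer than 70 events counted for the yeast strain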;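 further: median channel GFP fluorescence of the barcoded RPL19A-GFP strain; ratio of sample median GFP to plate DMSO average so 100% = DMSO; lower means less RPL19A-GFP as with rapamycin TOR inhibition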
procasp7 counter: counter-screen for procaspase-3 activators: activators of human procaspase-7; recombinant procaspase-7, Ac-DEVD-pNA absorbance 405 nm; D23A/D198A/D206A triple mutant, cannot self-cleave; scale: DMSO 0, 5 µM enzyme 100; activation, % at 8.5 µM; hit rate 0.093% among 330,000; AID 463210;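 active means percent activation above the screen-wide mean plus 3 SD, cut at about 25% in these data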
Target sequence (P55210 whole entry D23A/D198A/D206A): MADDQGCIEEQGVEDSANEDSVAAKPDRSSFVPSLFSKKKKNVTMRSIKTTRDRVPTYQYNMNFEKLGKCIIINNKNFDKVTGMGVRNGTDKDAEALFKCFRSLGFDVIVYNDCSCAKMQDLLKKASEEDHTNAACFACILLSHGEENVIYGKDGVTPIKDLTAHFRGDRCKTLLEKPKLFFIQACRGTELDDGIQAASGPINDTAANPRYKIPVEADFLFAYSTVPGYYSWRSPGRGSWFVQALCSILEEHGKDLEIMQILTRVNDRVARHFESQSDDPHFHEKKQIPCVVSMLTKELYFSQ
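Test system: Procaspase-7 triple mutant (PC-7 D3A). Also added: Ac-DEVD-pNA substrate, 400 µM as added. Schedule: 1 h enzyme–compound preincubation and 2 h substrate reaction, both 25 °C. Signal: p-Nitroaniline absorbance at 405 nm, read at 0 and 120 min. Control set: low DMSO alone, high DMSO plus 5 µM PC-7.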
MEP2-GFP yeast: yeast TOR pathway MEP2-GFP modulation | S. cerevisiae MEP2-GFP strain, flow cytometry GFP, 3 h; 100% = DMSO control level | GFP response vs DMSO, % at 10 µM | hit rate 0.51% among 330,000 | AID 2016;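 active means GFP response versus DMSO above a set limit, roughly screen mean plus 3 SD, cut at about 180% in these data; inconclusive means fewer than 70 cells counted for a yeast strain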;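 further: median GFP fluorescence of the barcode-gated MEP2-GFP cells per well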
AHR act: activates the human aryl hydrocarbon receptor; P35869; AHR-responsive luciferase reporter cells, luminescence; activation, % at 5 µM; hit rate 2.5% among 320,000; AID 2796; in the data active means activation above about 47%;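 further: 0% = vehicle wells and 100% = reference agonist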
procasp3 activ: procaspase-3 (human) activation; AID 463141; recombinant procaspase-3 D3A, Ac-DEVD-pNA absorbance 405 nm; P42574; activation, % at 8.5 µM; hit rate 0.11% among 330,000;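 active means activation above the mean of all tested compounds plus 3 SD, cut at about 21% in these data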;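 further: 0% = DMSO alone and 100% = DMSO wells spiked with extra 5 µM PC-3 D3A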
Target sequence (P42574 whole entry D9A/D28A/D175A): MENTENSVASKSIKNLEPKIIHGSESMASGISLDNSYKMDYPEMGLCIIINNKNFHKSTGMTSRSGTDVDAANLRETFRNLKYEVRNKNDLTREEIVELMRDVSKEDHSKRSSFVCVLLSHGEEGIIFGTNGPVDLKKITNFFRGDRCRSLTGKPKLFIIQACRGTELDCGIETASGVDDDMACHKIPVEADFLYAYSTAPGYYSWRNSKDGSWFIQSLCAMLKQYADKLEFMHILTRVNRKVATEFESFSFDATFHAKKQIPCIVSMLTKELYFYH
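Assay system: Autoprocessing-dead procaspase-3 D3A mutant enzyme; also added: Ac-DEVD-pNA; doses: one concentration, 8.5 µM nominal, 0.8% DMSO; times: 1 h compound preincubation, 2 h substrate hydrolysis at 25 °C; technique: 405 nm absorbance of p-nitroaniline, reads at 0 and 120 min; measure: % activation between DMSO and enzyme-spiked controls; repeats: single replicate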
* = called active by the depositor; u = inconclusive; x = not tested or not shown; & = joins results of further samples. No enrichment for hits; 3.8% or so of the library scored in one or more.

[1] COC(C#CCCN(C)C)(c1ccccc1)c1ccccc1
[2] COc1cc(C(=O)NNC(=O)c2ccc3ccccc3n2)cc(OC)c1OC
[3] CCOC(=O)C1(CC2CCCCO2)CCN(S(=O)(=O)c2ccsc2)CC1 (stereo not drawn)
[4] CCCc1[nH]nc2c1C(c1cn[nH]c1-c1ccc(F)cc1)C(C#N)=C(N)O2 (stereo not drawn)
[5] Cc1ccc(N(Cc2ccccc2F)S(C)(=O)=O)cc1C
[6] CC(=O)c1c(C)[nH]c(C(=O)Nc2ccc(F)c(F)c2F)c1C
[7] COc1ccccc1N1CCN(C(=O)/C=C/c2ccc3c(c2)OCO3)CC1
[8] COc1ccccc1C(=O)C1CCCN(C(=O)c2cnn(C(C)C)c2)C1 (stereo not drawn)
screen / no. | 1 | 2 | 3 | 4 | 5 | 6 | 7 | 8
CR mimetic SO | 101 | 95 | 84 | 100 | 104 | 89 | 108 | 85
GASC-1 inh | 2 | 3 | -2 | 5 | -1 | 1 | -4 | 3
LAP4-GFP MLPCN | 106 | 108 | 92 | 111 | 103 | 96 | 91 | 93
RPL19A TOR yeast | 101 | 103 | 96 | 100 | 101 | 96 | 95 | 100
procasp7 counter | 2 | 0 | 5 | -6 | 9 | 6 | 13 | 0
MEP2-GFP yeast | 91 | 102 | 90 | 114 | 102 | 100 | 101 | 104
AHR act | 2 | 33 | 2 | 3 | 2 | 62* | 4 | 2
procasp3 activ | -2 | 10 | 7 | 2 | 3 | 8 | 16 | 0

[9] O=C(CN1C(=O)c2cccnc2Oc2ccc(Cl)cc21)Nc1ccccc1F
[10] CCCCn1nc(C(=O)N2CCc3ccccc32)c2ccccc2c1=O
[11] CCOc1ccccc1-n1c(SCC(=O)N2CCOCC2)nc2ccccc2c1=O
[12] Cc1cc(-c2ccc(C)c(S(=O)(=O)NCCCN3CCN(c4ccccc4F)CC3)c2)on1
[13] O=C(NCCC1=CCCCC1)C1CCN(S(=O)(=O)c2cnc[nH]2)CC1
[14] CN(CCOC(=O)c1ccc2c(c1)OCCO2)Cc1ccccc1
[15] COc1ccccc1OCC(=O)NCC(c1cccs1)N1CCOCC1 (stereo not drawn)
[16] Oc1ccc(N=Nc2ccc3c(c2)OCCO3)c(O)c1
screen / no. | 9 | 10 | 11 | 12 | 13 | 14 | 15 | 16
CR mimetic SO | 99 | 96 | 96 | 90 | 87 | 90 | 96 | 89
GASC-1 inh | -3 | 6 | 30 | 0 | 17 | -7 | 4 | -2
LAP4-GFP MLPCN | 106 | 94 | 96 | 91 | 96 | 101 | 105 | 120
RPL19A TOR yeast | 99 | 96 | 105 | 98 | 100 | 95 | 97 | 101
procasp7 counter | -9 | 3 | 3 | 5 | -5 | 4 | 3 | -15
MEP2-GFP yeast | 111 | 102 | 105 | 87 | 100 | 114 | 98 | 104
AHR act | 18 | 17 | 1 | 0 | 1 | 1 | 7 | 15
procasp3 activ | 0 | 15 | 6 | -2 | -3 | 0 | -1 | -4

[17] CCOc1cccc(-c2nn3c(-c4ccco4)nnc3s2)c1
[18] NC(=O)c1nsc(C(=O)N(Cc2ccco2)C(C(=O)NCc2ccc(F)cc2)c2ccc(O)cc2)c1N (stereo not drawn)
[19] O=C(NC1CCCc2ccccc21)c1cncc(Br)c1 (stereo not drawn)
[20] Cc1ccc(S(=O)(=O)N2CCN(C(=O)CN3C(=O)c4ccc([N+](=O)[O-])cc4C3=O)CC2)cc1C
[21] COCCN(CCOC)C(=O)C1CCN(c2ccc(S(=O)(=O)N3CCOCC3)cc2[N+](=O)[O-])CC1
[22] ONC(=Nc1ccccc1Cl)c1ccccc1Cl
[23] COc1cc2c(cc1OC)C(COc1ccc(F)cc1)N(C(C)=O)CC2 (stereo not drawn)
[24] O=C(N/N=C/c1cc([N+](=O)[O-])ccc1O)NC12CC3CC(CC(C3)C1)C2
screen / no. | 17 | 18 | 19 | 20 | 21 | 22 | 23 | 24
CR mimetic SO | 98 | 95 | 99 | 95 | 98 | 98 | 108 | 98
GASC-1 inh | -12 | -4 | 4 | -5 | -5 | -16 | 18 | 6
LAP4-GFP MLPCN | 106 | 92 | 104 | 119 | 106 | 127 | 91 | 99
RPL19A TOR yeast | 102 | 95 | x | 103 | 100 | 99 | 100 | 101
procasp7 counter | -11 | 1 | 9 | 2 | 3 | -13 | 4 | -5
MEP2-GFP yeast | 103 | 93 | 105 | 102 | 97 | 109 | 104 | 92
AHR act | 0 | 4 | -3 | 1 | -2 | 6 | 7 | -1
procasp3 activ | -1 | 4 | -3 | -1 | 9 | -1 | -6 | -18

Some entries already given, reduced to RPL19A TOR yeast.
No. | structure | RPL19A TOR yeast
20 | Cc1ccc(S(=O)(=O)N2CCN(C(=O)CN3C(=O)c4ccc([N+](=O)[O-])cc4C3=O)CC2)cc1C | 103
21 | COCCN(CCOC)C(=O)C1CCN(c2ccc(S(=O)(=O)N3CCOCC3)cc2[N+](=O)[O-])CC1 | 100

Continued.
[25] CCC1Nc2ncnc(N3CCN(c4ccccn4)CC3)c2N(Cc2ccc(Br)cc2)C1=O (stereo not drawn)
[26] Cc1ccc(/C=N/NC(=O)NN(C)c2ncc(C(F)(F)F)cc2Cl)cc1
[27] O=C(Nc1ccc(F)cc1F)N1CCCC(c2nc(-c3ccc(F)cc3)no2)C1 (stereo not drawn)
[28] Cc1cc(Cl)ccc1OC(C)C(=O)Nc1ccc(S(=O)(=O)Nc2cnc3ccccc3n2)cc1 (stereo not drawn)
[29] O=C(NCc1ccccn1)C1CCCN(S(=O)(=O)c2ccc(Br)cc2)C1 (stereo not drawn)
[30] CCN(CC(=O)Nc1ccccc1Br)C1CCCCC1
[31] Cc1cccc(/C(N)=N/OC(=O)CCC2CCCCC2)c1
[32] CCN1CCC[C@H]1CNC(=O)c1c(O)c(Cl)cc(Cl)c1OC
screen / no. | 25 | 26 | 27 | 28 | 29 | 30 | 31 | 32
CR mimetic SO | 96 | 87 | 87 | 114 | 94 | 98 | 94 | 94&95
GASC-1 inh | x | 4 | 3 | 12 | 3 | -4 | -7 | 21&1
LAP4-GFP MLPCN | 111 | 102 | 91 | 92 | u | 108 | 88 | 107&112
RPL19A TOR yeast | 107 | 100 | 97 | 98 | 91 | 103 | 112 | 106&101
procasp7 counter | 7 | 3 | 1 | 4 | -1 | 1 | 0 | 13&-2
MEP2-GFP yeast | 105 | 100 | 90 | 97 | u | 108 | 108 | 95&99
AHR act | 3 | 2 | 5 | 4 | 3 | -1 | 4 | -2&-1
procasp3 activ | -4 | -3 | -4 | 0 | -5 | -3 | 3 | 3&10

Brought forward from above: four compounds; new compounds follow.
[29] O=C(NCc1ccccn1)C1CCCN(S(=O)(=O)c2ccc(Br)cc2)C1 (stereo not drawn)
[30] CCN(CC(=O)Nc1ccccc1Br)C1CCCCC1
[31] Cc1cccc(/C(N)=N/OC(=O)CCC2CCCCC2)c1
[32] CCN1CCC[C@H]1CNC(=O)c1c(O)c(Cl)cc(Cl)c1OC
[33] O=C(O)Cc1c[nH]c2ccc(O)cc12
[34] O=S(=O)(c1ccc2ccccc2c1)N1CCN(S(=O)(=O)N2CCOCC2)CC1
[35] O=c1c2nnn(Cc3ccccc3)c2ncn1-c1ccccc1
[36] Cc1occc1C(=O)NNS(=O)(=O)c1ccc([N+](=O)[O-])cc1
[37] O=[N+]([O-])c1ccc(Cl)c(CN2CCN(c3ncccn3)CC2)c1
[38] CCN(CCCNC(=O)CC(C(=O)N1CCc2ccccc21)n1ccnc1)c1cccc(C)c1 (stereo not drawn)
[39] CC1(C(=O)N/N=C/c2cc3c(cc2Br)OCO3)CC1(Br)Br (stereo not drawn)
[40] O=C(N/N=C/c1ccccc1O)NC12CC3CC(CC(C3)C1)C2
screen / no. | 29 | 30 | 31 | 32 | 33 | 34 | 35 | 36 | 37 | 38 | 39 | 40
CR mimetic SO | 94 | 98 | 94 | 94&95 | 110 | 100 | 106 | 130 | 106 | 80 | 92 | 91
GASC-1 inh | 3 | -4 | -7 | 21&1 | -1 | -6 | 9 | 8 | -1 | 5 | 16 | 16
LAP4-GFP MLPCN | u | 108 | 88 | 107&112 | 113 | 87 | 98 | 97 | 96 | 98 | 115 | 83
RPL19A TOR yeast | 91 | 103 | 112 | 106&101 | 103 | 104 | 100 | 105 | 104 | 101 | 103 | 102
procasp7 counter | -1 | 1 | 0 | 13&-2 | -23 | -5 | -3 | 2 | -4 | -1 | 2 | -1
MEP2-GFP yeast | u | 108 | 108 | 95&99 | 105 | 95 | 101 | 107 | 107 | 103 | 103 | 100
AHR act | 3 | -1 | 4 | -2&-1 | 8 | -1 | 7 | -2 | -3 | 9 | 28 | 4
procasp3 activ | -5 | -3 | 3 | 3&10 | -8 | -7 | -20 | 9 | 2 | -1 | 6 | -3

[41] COc1ccc(/C=C(/NC(=O)c2cccs2)C(=O)Nc2ccc(C)cc2)cc1OC
[42] CCCCn1c(N)c(N(Cc2ccccc2OC)C(=O)CCC(C)C)c(=O)[nH]c1=O
[43] O=S(=O)(c1ccccc1)N1CCc2ccccc21
[44] CC(C)(C)c1cc(N)on1
[45] O=C(Nc1ccc2c(c1)CCC2)C1CCN(c2c3c(nc4ncnn24)CCC3)CC1
[46] Cc1sc2ncn(CC(=O)NCC3COc4ccccc4O3)c(=O)c2c1S(=O)(=O)N1CCCCC1 (stereo not drawn)
[47] CCn1nnc(NC(=O)C(c2ccccc2)c2ccccc2)n1
[48] Cc1ccc(C)c(-c2ccc(=O)n(Cc3cccc(Br)c3)n2)c1
screen / no. | 41 | 42 | 43 | 44 | 45 | 46 | 47 | 48
CR mimetic SO | 106 | 102 | 111 | 105 | 101 | 99 | 104 | 95
GASC-1 inh | 0 | 4 | -10 | -1 | -4 | 3 | 13 | -1
LAP4-GFP MLPCN | 102 | 99 | 122 | 97 | 104 | 96 | 115 | 105
RPL19A TOR yeast | 105 | 106 | 98 | 103 | 99 | 98 | 106 | 105
procasp7 counter | 1 | 4 | -2 | 2 | 4 | -2 | 2 | 7
MEP2-GFP yeast | 104 | 108 | 102 | 107 | 99 | 95 | 107 | 112
AHR act | 6 | -4 | 10 | -3 | -3 | -2 | 0 | 11
procasp3 activ | 8 | 9 | -14 | 0 | 4 | 2 | -2 | -2

[49] CCC1(c2ccccc2)NC(=O)N(CC(=O)Nc2ccc(N3CCOCC3)cc2)C1=O (stereo not drawn)
[50] Cc1[nH]c(C)c(S(=O)(=O)NCc2ccccc2Cl)c1C(=O)N1CCCC1
[51] O=C(Nc1ccc(F)cc1)N1CCN(c2ncccn2)CC1
[52] CCCC(C(=O)NC(C)(C)C)N(CCN1CCOCC1)C(=O)CNS(=O)(=O)c1ccccc1 (stereo not drawn)
[53] O=C(NCCOc1ccccc1)C(c1ccccc1)c1ccccc1
screen / no. | 49 | 50 | 51 | 52 | 53
CR mimetic SO | 86 | 95 | 99 | 117 | 97
GASC-1 inh | 0 | 3 | -8 | -5 | 5
LAP4-GFP MLPCN | 104 | 91 | 83 | 100 | 99
RPL19A TOR yeast | 101 | 100 | 94 | 104 | 101
procasp7 counter | 2 | -8 | -12 | 12 | 5
MEP2-GFP yeast | 103 | 100 | 97 | 100 | 91
AHR act | 2 | 1 | -3 | -1 | 2
procasp3 activ | -2 | 4 | 6 | -1 | 3
